Screening results from PubChem.
JMJD2E inh: JMJD2E (human) inhibition | B2RXH2 | JMJD2E catalytic domain, FDH-coupled NADH fluorescence (FDH is formaldehyde dehydrogenase) | Potency, µM (series often up to 57.1 µM), inactives show top-dose activity change, negative = inhibition, most hits filed as inhibitors | hit rate 1.6% among 230,000 | AID 2147; active means well fitted inhibition curve with a large enough effect, not every such curve was filed as active; inconclusive means small, poorly fitted or top-dose-only effect, or another doubt; inactive means no such curve, though single readings can be large or run the other way;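 further: 0% = wells with enzyme and -100% = buffer wells without enzyme; nearly all actives have a fitted effect of over 50% in size; many of its hits are not listed in these tables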
Target sequence (B2RXH2 1-337 limits assumed): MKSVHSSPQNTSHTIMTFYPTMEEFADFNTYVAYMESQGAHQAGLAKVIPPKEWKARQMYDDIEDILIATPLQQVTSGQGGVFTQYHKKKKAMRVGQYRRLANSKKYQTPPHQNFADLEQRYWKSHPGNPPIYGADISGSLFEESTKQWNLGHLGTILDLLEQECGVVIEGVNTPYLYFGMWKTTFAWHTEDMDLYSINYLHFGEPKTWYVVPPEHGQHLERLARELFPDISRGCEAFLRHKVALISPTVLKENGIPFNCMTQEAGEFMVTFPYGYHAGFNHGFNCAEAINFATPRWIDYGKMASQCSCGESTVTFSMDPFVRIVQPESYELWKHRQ
GLA spleen mod: inhibitors or activators of human alpha-galactosidase in spleen homogenate. P06280. human spleen homogenate, 4MU-alpha-Gal fluorescence, 40 min. Potency, µM (titrated, usually from 80 µM), for the others: at the top dose activity change, negative = inhibition, actives largely listed as inhibitors. hit rate 0.008% among 240,000. AID 2107;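 further: 0% = enzyme with vehicle and -100% = no enzyme basal signal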
Target sequence (P06280 32-429 limits assumed): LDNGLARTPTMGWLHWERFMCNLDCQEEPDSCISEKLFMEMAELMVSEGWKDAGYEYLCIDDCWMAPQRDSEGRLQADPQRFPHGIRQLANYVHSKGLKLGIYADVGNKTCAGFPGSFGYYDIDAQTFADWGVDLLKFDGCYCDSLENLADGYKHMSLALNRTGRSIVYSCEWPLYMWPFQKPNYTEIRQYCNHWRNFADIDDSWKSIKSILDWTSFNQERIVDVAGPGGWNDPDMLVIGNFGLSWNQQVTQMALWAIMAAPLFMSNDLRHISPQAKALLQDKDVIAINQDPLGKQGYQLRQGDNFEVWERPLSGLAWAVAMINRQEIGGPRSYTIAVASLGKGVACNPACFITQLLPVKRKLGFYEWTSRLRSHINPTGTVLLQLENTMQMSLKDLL
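Human spleen homogenate (1 ug) was the enzyme source, with 4-methylumbelliferyl-alpha-D-galactopyranoside (1 mM final) in pH 5.0 citrate buffer with 0.01% Tween-20. Compounds were titrated; after 40 min at 37C, NaOH/glycine stop, 4-MU fluorescence read; AC50 from Hill fits.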
GAA glycogen: GAA glycogen-cleavage inhibition or activation; P10253; recombinant GAA, glycogen substrate, Amplex Red glucose oxidase fluorescence; Potency, µM (highest dose often 76.4 µM), inactives show top-dose activity change, negative = inhibition, most hits filed as inhibitors; hit rate 0.38% among 300,000; AID 2100;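 further: 0% = full enzyme reaction and -100% = no-enzyme basal signal; the screen sought inhibitors and activators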
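qHTS, 1536-well; enzyme 4 nM final; cpd up to 77 uM; substrate bovine liver glycogen 30 ug; 50 mM citrate/phosphate pH 5.0, 0.01% Tween-20; 37 C, 40 min; Amplex Red detection 45 min RT; Hill fit → AC50.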
SMN2 splice enh: SMN2 splice variant enhancement. hit rate 2.8% among 210,000. Potency, µM (titrated, usually from 46.1 µM), for inactives: at the top dose activity change, positive = activation, actives largely listed as activators. HEK293 SMN2-luciferase splicing reporter, luminescence, 30-36 h; further: % of control where 0% means no effect; nearly all actives have a fitted effect of over 55% in size
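qHTS luciferase splicing reporter: luminescence rises when SMN2 exon 7 is included in transfected HEK293 cells. Compound exposure lasted 30-36 h at 37C, with 4.5 mM final sodium butyrate as control, followed by a ONE-Glo read.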
ALDH1A1 block: inhibitors of human aldehyde dehydrogenase 1A1; Purified ALDH1A1, NADH fluorescence, propionaldehyde substrate; hit rate 7.3% among 220,000; Potency, µM (series often up to 75.3 µM), for the others: at the highest dose activity, negative = inhibition, hits mostly inhibitors; P00352; active means well fitted inhibition curve with a large enough effect, not every such curve was filed as active; inconclusive means small, poorly fitted or top-dose-only effect, or another doubt; inactive means no such curve, though single readings can be large or run the other way;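 further: plate controls were no enzyme wells and a reference inhibitor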
aGlu spleen mod: inhibits or activates alpha-glucosidase in human spleen homogenate; P10253; Potency, µM (top dose mostly 79.9 µM), for inactives: top-dose activity change, negative = inhibition, actives largely listed as inhibitors; hit rate 0.006% among 240,000; AID 2112; human spleen homogenate, 4-MU-alpha-glucoside fluorescence;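 further: 0% = enzyme with vehicle and -100% = no enzyme basal signal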
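Compounds were titrated against alpha-glucosidase in spleen homogenate at pH 5.0, with 1 mM 4-methylumbelliferyl substrate for 40 min at 37 C. Reactions were quenched with pH 10 NaOH/glycine and fluorescence measured.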
RGS12 GoLoco inh: blocks human Gai1 binding to RGS12 GoLoco peptide, red readout; hit rate 0.44% among 230,000; Gai1:RGS12 GoLoco peptide FP, rhodamine, 10 min; P63096; Potency, µM (top dose mostly 61.6 µM), without a hit: at the highest dose activity, negative = inhibition, actives largely listed as inhibitors; active means well fitted inhibition curve with a large enough effect, not every such curve was filed as active; inactive means no such curve, though single readings can be large or run the other way; further: on the % scale 0 is the no-effect control and ±100 the full control effect; nearly all actives have a fitted effect of over 30% in size; many of its hits are not listed in these tables
Target sequence (P63096 whole entry, looked up): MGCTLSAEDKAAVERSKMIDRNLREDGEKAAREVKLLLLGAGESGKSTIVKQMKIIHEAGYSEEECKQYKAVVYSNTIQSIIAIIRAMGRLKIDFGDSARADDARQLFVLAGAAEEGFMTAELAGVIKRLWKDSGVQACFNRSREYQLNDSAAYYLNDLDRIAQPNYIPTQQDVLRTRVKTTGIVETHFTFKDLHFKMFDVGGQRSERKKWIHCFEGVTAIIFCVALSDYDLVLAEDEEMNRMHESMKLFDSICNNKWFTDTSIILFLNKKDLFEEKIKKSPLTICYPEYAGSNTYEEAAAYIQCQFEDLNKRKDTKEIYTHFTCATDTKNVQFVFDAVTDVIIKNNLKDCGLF
GAA inhib: blocks human lysosomal alpha-glucosidase | P10253 | purified human GAA, 4-MU-alpha-glucoside fluorescence | Potency, µM (doses to about 76.9 µM), for the others: top-dose activity change, negative = inhibition, hits mostly inhibitors | hit rate 0.005% among 200,000 | AID 1466;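 further: plate controls were uninhibited enzyme wells for no effect and no-enzyme background for full effect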
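Activity normalized between no-enzyme (basal) and enzyme-only wells. Conditions: 4 nM human enzyme, 400 uM fluorogenic substrate, citrate/phosphate pH 5.0 with Tween-20, 20 min room temperature, compounds up to 77 uM.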
The depositor's hits bear a star; & = joins results of further samples; [ ] = remark or other dose. Unless noted, the call rests on the fitted dose curve; in most records, active means well fitted curve in the direction sought with a large enough effect; inconclusive means small, poorly fitted or top-dose-only effect, or another doubt; inactive means no such curve, though single readings can be large; an effect the other way counts as inactive or inconclusive. Potency means the concentration at half of the fitted maximal effect. Only part of the results is shown; rates above refer to the full screens.

How did C(=C\c1ccncc1)/c1ccncc1 do in these assays?
JMJD2E inh: -2%; GLA spleen mod: 5%; GAA glycogen: 3%; aGlu spleen mod: 4%; RGS12 GoLoco inh: -15%

How did Cc1cc(C)c2sc(NC(=O)c3ccc(N4C(=O)CCC4=O)cc3)nc2c1 do in these assays?
JMJD2E inh: inconclusive; GLA spleen mod: 15%; GAA glycogen: 0%; aGlu spleen mod: 9%; RGS12 GoLoco inh: 10%

How did Cc1nc(SCC(=O)NC(=O)NC2CCCCC2)nc(C)c1C do in these assays?
JMJD2E inh: 9%; GLA spleen mod: -6%; GAA glycogen: 6%; ALDH1A1 block: -6%; aGlu spleen mod: 4%; RGS12 GoLoco inh: -7%; GAA inhib: 8%

Results for CCOC(=O)N/N=C(/C)c1ccc([N+](=O)[O-])o1 ?
JMJD2E inh: 3%; GLA spleen mod: -1%; GAA glycogen: -3%; SMN2 splice enh: -17%; ALDH1A1 block: 6%; aGlu spleen mod: -7%; RGS12 GoLoco inh: 2%; GAA inhib: -4%

How did CC(=O)NC(c1ccc(Cl)cc1)c1c(O)ccc2ccc(O)cc12 (configuration not stated) do in these assays?
JMJD2E inh: inconclusive; GLA spleen mod: 6%; GAA glycogen: inconclusive; SMN2 splice enh: -2%; ALDH1A1 block: -4%; aGlu spleen mod: 2%; RGS12 GoLoco inh: 7%; GAA inhib: -4%

How did CCC1=C(OC(=O)N(CC)CC)N2C(=O)OC(=NCC3CC3)[C@]2(Cc2ccccc2)[C@H]2C1=CC[C@H]1C(=O)N(c3ccccc3)C(=O)[C@H]12 do in these assays?
JMJD2E inh: -8%&-6%; GLA spleen mod: 3%&7%; GAA glycogen: -17%; SMN2 splice enh: -14%; ALDH1A1 block: -1%; aGlu spleen mod: 0%&-5%; RGS12 GoLoco inh: 3%&5%

How did CCOC(=O)c1sc(N)c(C#N)c1COC(=O)CNC(=O)c1ccccc1 do in these assays?
JMJD2E inh: -5%; GLA spleen mod: -18%; GAA glycogen: 4%; SMN2 splice enh: 0%; ALDH1A1 block: -10%; aGlu spleen mod: -5%; RGS12 GoLoco inh: 26%; GAA inhib: -2%

How did Cc1cc(C)cc(NC(=O)NCC(O)COc2ccc([N+](=O)[O-])cc2)c1 (configuration not stated) do in these assays?
JMJD2E inh: -4%; GLA spleen mod: 1%; GAA glycogen: 2%; aGlu spleen mod: -2%; RGS12 GoLoco inh: 0%

Results for COc1nc(-c2ccccc2)ccc1-c1noc(-c2ccccc2)n1 ?
JMJD2E inh: inconclusive; GLA spleen mod: 9%; GAA glycogen: -7%; SMN2 splice enh: inconclusive; ALDH1A1 block: inconclusive; aGlu spleen mod: 2%; RGS12 GoLoco inh: 28%; GAA inhib: -9%

How did COC(=O)Cc1ccc(NC(=S)NCc2ccccc2)cc1 do in these assays?
JMJD2E inh: 3%; GLA spleen mod: 8%; GAA glycogen: -20%; SMN2 splice enh: 8%; ALDH1A1 block: 2%; aGlu spleen mod: 8%; RGS12 GoLoco inh: -6%; GAA inhib: -6%

Results for Cc1ccccc1Cn1ccc(NC(=O)c2cnn3c(C(F)(F)F)cc(-c4ccco4)nc23)n1 ?
JMJD2E inh: 5%; GLA spleen mod: 5%; GAA glycogen: -1%; SMN2 splice enh: -39%[inhibitor]; ALDH1A1 block: -4%; aGlu spleen mod: -5%; RGS12 GoLoco inh: 6%; GAA inhib: -13%

How did CCOc1ccc(NC(=O)CN2CCN(CC(=O)Nc3cc(OC)cc(OC)c3)CC2)cc1 do in these assays?
JMJD2E inh: 5%; GLA spleen mod: 0%; GAA glycogen: 1%; SMN2 splice enh: -10%; ALDH1A1 block: 11µM*; aGlu spleen mod: -14%; RGS12 GoLoco inh: 5%; GAA inhib: 1%

Results for CCOc1ccccc1NC(=O)C1CCCN(C(=O)NCc2ccccc2)C1 (configuration not stated) ?
JMJD2E inh: 12%; GLA spleen mod: -3%; GAA glycogen: 4%; SMN2 splice enh: -10%; ALDH1A1 block: 5%; aGlu spleen mod: -12%; RGS12 GoLoco inh: 6%; GAA inhib: -4%

Results for CC1CCN(c2nc3c(c(=O)[nH]c(=O)n3C)n2CCCc2ccccc2)CC1 ?
JMJD2E inh: 2%; GLA spleen mod: -14%; SMN2 splice enh: 18%; ALDH1A1 block: 32µM*; aGlu spleen mod: -4%; RGS12 GoLoco inh: 11%; GAA inhib: -10%

Results for CN1CCCCc2c1nc1c(c2N)CCCC1 ?
JMJD2E inh: inconclusive; GLA spleen mod: 6%; GAA glycogen: -6%; SMN2 splice enh: -1%; ALDH1A1 block: inconclusive; aGlu spleen mod: 3%; RGS12 GoLoco inh: 8%; GAA inhib: -4%

Results for Cc1sc2ncnc(N)c2c1C ?
JMJD2E inh: -4%; GLA spleen mod: 12%; GAA glycogen: 1%; aGlu spleen mod: -2%; RGS12 GoLoco inh: 12%

How did Cn1c(SCC(=O)OC2CCCCC2)nnc1-c1ccco1 do in these assays?
JMJD2E inh: -2%; GLA spleen mod: 8%; GAA glycogen: 15%; SMN2 splice enh: -4%; ALDH1A1 block: inconclusive; aGlu spleen mod: -1%; RGS12 GoLoco inh: 2%; GAA inhib: -4%

How did CCOC(=O)C1=C(C)N(CC(C)C)C(=O)/C1=C\c1ccc(OCC(=O)Nc2ccccc2)cc1 do in these assays?
JMJD2E inh: -2%; GLA spleen mod: -1%; GAA glycogen: -5%; SMN2 splice enh: -17%; ALDH1A1 block: inconclusive; aGlu spleen mod: -7%; RGS12 GoLoco inh: 5%; GAA inhib: -6%

What do the screens show for `CC(=O)N1[C@H](Cc2ccccc2)C=C[C@]1(C)C(=O)NCCN1CCOCC1`?
JMJD2E inh: -5%; GLA spleen mod: -5%; GAA glycogen: -8%[76.3 µM]; SMN2 splice enh: -1%; ALDH1A1 block: 3%; aGlu spleen mod: -5%; RGS12 GoLoco inh: -1%

How did CCOc1ccc2c(c1)C(C)=CC(C)(C)N2S(=O)(=O)c1ccc(C)cc1 do in these assays?
JMJD2E inh: 2%; GLA spleen mod: -13%; GAA glycogen: 4%; SMN2 splice enh: -22%; ALDH1A1 block: -6%; aGlu spleen mod: -4%; RGS12 GoLoco inh: 6%; GAA inhib: -6%

Results for Brc1ccccc1-c1nnc(-c2cccnc2)o1 ?
JMJD2E inh: -2%; GLA spleen mod: 10%; GAA glycogen: -3%; SMN2 splice enh: 2%; ALDH1A1 block: -4%; aGlu spleen mod: -2%; RGS12 GoLoco inh: 5%; GAA inhib: inconclusive

How did CC(=O)N(CCCc1ccc(C(C)(C)C)cc1)CCCN(C)C do in these assays?
JMJD2E inh: 0%; GLA spleen mod: 11%; GAA glycogen: -4%; SMN2 splice enh: 9%; ALDH1A1 block: 3%; aGlu spleen mod: 2%; RGS12 GoLoco inh: -2%; GAA inhib: -3%

Results for Cc1cc(C)c(C)c(S(=O)(=O)N2C(=S)NC(=O)C2CC(C)C)c1C (configuration not stated) ?
JMJD2E inh: inconclusive; GLA spleen mod: -23%; GAA glycogen: -16%; SMN2 splice enh: 14%; ALDH1A1 block: -5%; aGlu spleen mod: -9%; RGS12 GoLoco inh: -5%; GAA inhib: -13%

How did CCOc1ccc(OCC)c(NC(=O)C2CCCN(S(=O)(=O)c3cccs3)C2)c1 (configuration not stated) do in these assays?
JMJD2E inh: 2%; GLA spleen mod: 3%; GAA glycogen: -2%; SMN2 splice enh: -21%; ALDH1A1 block: inconclusive; aGlu spleen mod: 0%; RGS12 GoLoco inh: 12%; GAA inhib: -8%

Results for CC(=O)NC1=NN(C(C)=O)C2(CCCCC2)S1 ?
JMJD2E inh: -2%; GLA spleen mod: -2%; GAA glycogen: 1%; SMN2 splice enh: 16%; ALDH1A1 block: 2%; aGlu spleen mod: 1%; RGS12 GoLoco inh: 4%; GAA inhib: 4%

What do the screens show for `Cc1ccc(NC(=O)/C=C/c2ccc3c(c2)OCO3)cc1S(=O)(=O)N1CCOCC1`?
JMJD2E inh: inconclusive; GLA spleen mod: 1%; GAA glycogen: -2%; SMN2 splice enh: -51%[inhibitor]; ALDH1A1 block: inconclusive; aGlu spleen mod: -1%; RGS12 GoLoco inh: -25%; GAA inhib: -7%

How did N#Cc1ccc(OCC(=O)N2CCN(S(=O)(=O)c3cccs3)CC2)cc1 do in these assays?
JMJD2E inh: -2%; GLA spleen mod: 5%; GAA glycogen: -18%; SMN2 splice enh: -38%[inhibitor]; ALDH1A1 block: inconclusive; aGlu spleen mod: 2%; RGS12 GoLoco inh: 3%; GAA inhib: -10%

How did CC(N=c1ccccn1C(=O)Nc1ccc(F)cc1)c1ccco1 (configuration not stated) do in these assays?
JMJD2E inh: 2%; GLA spleen mod: 0%; GAA glycogen: 2%; SMN2 splice enh: -33%[inhibitor]; ALDH1A1 block: 6%; aGlu spleen mod: -2%; RGS12 GoLoco inh: 8%; GAA inhib: 0%

How did COc1ccc(Cl)cc1NC(=S)N(Cc1cccnc1)Cc1ccco1 do in these assays?
JMJD2E inh: 3%; GLA spleen mod: 4%; GAA glycogen: -4%; SMN2 splice enh: -6%; ALDH1A1 block: -9%; aGlu spleen mod: 3%; RGS12 GoLoco inh: 7%; GAA inhib: -1%

Quoted at random: three entries already listed.
What do the screens show for `Cc1ccc(NC(=O)/C=C/c2ccc3c(c2)OCO3)cc1S(=O)(=O)N1CCOCC1`?
JMJD2E inh: inconclusive; GLA spleen mod: 1%; GAA glycogen: -2%; SMN2 splice enh: -51%[inhibitor]; ALDH1A1 block: inconclusive; aGlu spleen mod: -1%; RGS12 GoLoco inh: -25%; GAA inhib: -7%

How did CC(=O)N(CCCc1ccc(C(C)(C)C)cc1)CCCN(C)C do in these assays?
JMJD2E inh: 0%; GLA spleen mod: 11%; GAA glycogen: -4%; SMN2 splice enh: 9%; ALDH1A1 block: 3%; aGlu spleen mod: 2%; RGS12 GoLoco inh: -2%; GAA inhib: -3%

What do the screens show for `CC(=O)N1[C@H](Cc2ccccc2)C=C[C@]1(C)C(=O)NCCN1CCOCC1`?
JMJD2E inh: -5%; GLA spleen mod: -5%; GAA glycogen: -8%[76.3 µM]; SMN2 splice enh: -1%; ALDH1A1 block: 3%; aGlu spleen mod: -5%; RGS12 GoLoco inh: -1%
